# Source: PubChem (National Center for Advancing Translational Sciences (NCATS))
# FH mod: Identification of activators of human fumarate hydratase by quantitative high-throughput screening | FH coupled MDH/diaphorase resazurin fluorescence, 15 min | AID 1347055, 2019 | 54,000 tested, 0.22% active | Potency, µM (top dose mostly 79.9 µM), without a hit: at the highest dose activity change, negative = inhibition, usual class: inhibitors | Fumarate hydratase, mitochondrial (Homo sapiens), P07954; further: the screen sought activators but most active calls are inhibition curves; nearly all actives have a fitted effect of over 45% in size
# Target sequence (P07954 whole entry, looked up): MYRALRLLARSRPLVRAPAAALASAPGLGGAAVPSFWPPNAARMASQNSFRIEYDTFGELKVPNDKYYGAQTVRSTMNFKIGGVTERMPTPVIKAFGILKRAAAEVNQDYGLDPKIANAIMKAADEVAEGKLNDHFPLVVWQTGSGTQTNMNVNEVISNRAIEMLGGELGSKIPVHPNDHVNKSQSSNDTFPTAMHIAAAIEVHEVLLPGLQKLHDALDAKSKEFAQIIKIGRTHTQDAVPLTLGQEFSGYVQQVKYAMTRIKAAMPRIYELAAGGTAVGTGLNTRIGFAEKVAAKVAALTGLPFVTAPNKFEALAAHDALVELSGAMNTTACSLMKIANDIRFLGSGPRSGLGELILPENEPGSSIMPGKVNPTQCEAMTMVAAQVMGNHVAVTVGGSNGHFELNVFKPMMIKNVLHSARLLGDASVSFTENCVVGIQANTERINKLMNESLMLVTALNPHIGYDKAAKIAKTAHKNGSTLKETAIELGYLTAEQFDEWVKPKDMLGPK
# NTMT1 inhibitor: inhibitors of human N-terminal methyltransferase NTMT1; AID 1645870; NTMT1 MTase-Glo SAH luminescence, purified enzyme; Q9BV86; Potency, µM (top dose mostly 114 µM), for inactives: at the highest dose activity change, negative = inhibition, actives largely listed as inhibitors; 59,000 tested, 2.5% active;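 further: plate controls were DMSO vehicle for no effect and no enzyme for full effect; nearly all actives have a fitted effect of over 65% in size; many of its hits are not listed in these tables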
# Target sequence (Q9BV86 whole entry, looked up): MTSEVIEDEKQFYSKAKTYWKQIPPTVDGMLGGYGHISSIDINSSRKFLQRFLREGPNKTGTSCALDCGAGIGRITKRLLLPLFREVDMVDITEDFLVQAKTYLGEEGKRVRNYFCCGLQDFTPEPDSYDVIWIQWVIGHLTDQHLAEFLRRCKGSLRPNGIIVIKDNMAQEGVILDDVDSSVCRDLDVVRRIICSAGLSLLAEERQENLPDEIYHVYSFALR
# An asterisk follows results filed as active; ? = inconclusive; & = joins results of further samples; ! = repeats disagree; [ ] = remark or other dose. The call rests on the fitted dose curve; in most records, active means well fitted curve in the direction sought with a large enough effect; inconclusive means small, poorly fitted or top-dose-only effect, or another doubt; inactive means no such curve, though single readings can be large; an effect the other way counts as inactive or inconclusive. Unless noted, on the % scale 0 is the no-effect control and ±100 the full control effect; potency means the concentration at half of the fitted maximal effect. An excerpt. The share of hits here may be higher or lower than overall.
SMILES,FH mod,NTMT1 inhibitor
Cn1cnc(-c2cc3nccc(Oc4ccc(NC(=S)NC(=O)Cc5ccccc5)cc4F)c3s2)c1,-4%,12%
C[C@@H]1CCC[C@H](C)N1CCCC(O)(c1ccccc1)c1ccccn1 (some centres undefined),7%[53.3 µM],22%[57.5 µM]
CCC[C@H](Nc1nc(-c2ccc(NC(=O)NCC)c(OC)c2)ncc1C)c1cccnc1,-6%[53.3 µM],?
Cc1nnc(-c2sc(NC(=O)[C@H](C(C)C)n3c(=O)[nH]c4ccccc4c3=O)nc2C)o1,?,-4%[57.5 µM]
O=C(O)c1ccc(-n2nc(-c3ccccc3O)nc2-c2ccccc2O)cc1,27%&23%[53.3 µM],?
COC(=O)N/N=C/c1c[n+]([O-])c2ccccc2[n+]1[O-],-13%[53.3 µM],20%[57.5 µM]
CCCCOc1cc(C(=O)OCCN(CC)CC)ccc1N,18%,0%&12%[57.5 µM]
Cn1ccc2cc3c(cc21)CCN3C(=O)Nc1cccnc1,?,79µM*!
NC(=O)[C@H]1CCS[C@@H]2C[C@]3(CCCN3C(=O)Cc3ccc(NC(=O)COc4ccc(Cl)cc4Cl)cc3)C(=O)N12,-8%,39%&3%[57.5 µM]
O=C(O)c1ccc(Nc2ncc3c(n2)-c2ccc(Cl)cc2C(c2c(F)cccc2F)=NC3)cc1,-8%,?
COCCOc1ccc2c(c1)ncn2-c1ccc2cccc(N3CCC(N)CC3)c2n1,-1%,35µM*!
CC1(C)O[C@@H]2C[C@H]3[C@@H]4C[C@H](F)C5=CC(=O)C=C[C@]5(C)[C@@]4(F)[C@@H](O)C[C@]3(C)[C@]2(C(=O)CO)O1,4%[53.3 µM],?
CCOCc1cc(OC)c(-c2ccc(C[C@H](NC(=O)c3c(F)cccc3F)C(=O)O)cc2)c(OC)c1,-3%,18%[57.5 µM]
Cc1cc(C)c(-n2cc(C)c3c(Cl)nc(C)nc32)c(C)c1,-3%,7%[57.5 µM]
O=C(NCC1(N2CCN(c3ccccc3)CC2)CCOCC1)c1cccnc1Sc1ccccc1,3%,2%[57.5 µM]
O=C(O)c1ccccc1NC(=O)N1CCC(c2ccccc2C(F)(F)F)CC1,-3%,-5%[57.5 µM]
CC[C@H](C(=O)Nc1ccccc1N1CCCC1)c1ccccc1,0%,3%[57.5 µM]
CO/N=C(/C(=O)N[C@@H]1C(=O)N2C(C(=O)O)=C(Cn3ccc(=N)n3CCO)CS[C@H]12)c1csc(N)n1,2%,-4%[57.5 µM]
Cc1cc(=O)oc2cc(O)ccc12,4%&-4%[53.3 µM],5%
C=CC(=O)N1CCN(C(=O)CNc2cc(-c3ccccc3Cl)c(Cl)cc2OC)CC1,-4%,2%[57.5 µM]
CC#CCn1c(N2CCCC(N)C2)nc2c1c(=O)n(Cc1nc(C)c3ccccc3n1)c(=O)n2C (centres undefined),-2%,?
OC(CNCCc1c[nH]c2ccccc12)Cn1c2ccccc2c2ccccc21 (centres undefined),-12%,?
CCCCCCCCCCCC[N+](C)(C)Cc1ccccc1,-2%[53.3 µM],?
FC(F)(F)Oc1ccc(-c2ccc3nnc(C(F)(F)F)n3c2)cc1,6%,2%[57.5 µM]
O=C(NCCCN1CCOCC1)c1ccc(Cl)cc1,0%[53.3 µM],15%[57.5 µM]
CCOC(=O)CCN(C(=O)c1ccc2c(c1)nc(CNc1ccc(C(=N)N)cc1)n2C)c1ccccn1,11%,4%[57.5 µM]
COc1cc(C=O)ccc1O,-9%[53.3 µM],-21%[57.5 µM]
CC1(C)[C@@H](O[C@H]2O[C@H](C(=O)O)[C@@H](O)[C@H](O)[C@H]2O[C@@H]2O[C@H](C(=O)O)[C@@H](O)[C@H](O)[C@H]2O)CC[C@]2(C)[C@H]3C(=O)C=C4[C@@H]5C[C@@](C)(C(=O)O)CC[C@]5(C)CC[C@@]4(C)[C@]3(C)CC[C@@H]12,-3%[53.3 µM],2%[29.8 µM]
Cc1nn(C)c2c1C(c1ccc(C(F)(F)F)cc1)C(C#N)=C(N)O2 (centres undefined),6%,?
CC1=CC[C@]2(C(=O)O[C@@H]3O[C@H](CO[C@@H]4O[C@H](CO)[C@@H](O[C@@H]5O[C@@H](C)[C@H](O)[C@@H](O)[C@H]5O)[C@H](O)[C@H]4O)[C@@H](O)[C@H](O)[C@H]3O)CC[C@]3(C)C(CCC4[C@@]5(C)C[C@@H](O)[C@H](O)[C@@](C)(CO)C5CC[C@]43C)C2C1C (some centres undefined),-1%[20.6 µM],9%[12.6 µM]
CC(C)NNC(=O)c1ccncc1,1%&-5%[53.3 µM],26%[57.5 µM]
O=C(O)c1cc(=O)c2ccccc2o1,-4%[53.3 µM],-14%[57.5 µM]
Cc1nnc(-c2ccc3occ(-c4ccc(S(C)=O)cc4)c3c2)o1 (centres undefined),-6%,19%[57.5 µM]
C[C@@H]1COCCN1c1cc(C2(S(C)(=N)=O)CC2)nc(-c2ccnc3[nH]ccc23)n1 (some centres undefined),0%,?
NC(=O)c1cccc2[nH]c(-c3ccc([C@H]4CCCN4)cc3F)nc12,5%[53.3 µM],45µM*
COc1ccc(-c2cc(C(F)F)nn2-c2ccc(S(N)(=O)=O)cc2)cc1F,-10%[53.3 µM],4%[57.5 µM]
CCO[C@@H]1OC(=O)C[C@@H]1NC(=O)[C@@H]1CCCN1C(=O)[C@@H](NC(=O)c1ccc(N)c(Cl)c1)C(C)(C)C,3%,9%
COc1cc2nccc(Oc3ccc(NC(=O)C4(C(=O)Nc5ccc(F)cc5)CC4)cc3)c2cc1OC,-16%,5%
CNS(=O)(=O)CCc1ccc2[nH]cc(C3CCN(C)CC3)c2c1,0%,14%&-10%&-2%[57.5 µM]
Cc1cccc(NC(=O)CN2CCC(c3ccccn3)CC2)c1,6%,-4%[57.5 µM]
CCN(CCCCOC(=O)c1ccc(OC)c(OC)c1)C(C)Cc1ccc(OC)cc1 (centres undefined),4%[53.3 µM],-15%[57.5 µM]
COc1ccc(-c2oc3c(CC=C(C)C)c(OC4O[C@H](CO)[C@@H](O)[C@H](O)[C@@H]4O)cc(O)c3c(=O)c2OC2O[C@@H](C)[C@H](O)[C@@H](O)[C@@H]2O)cc1 (some centres undefined),1%[53.3 µM],5%[57.5 µM]
Cc1cc(C(=O)Nc2cc(Oc3ccc4nc(NC(=O)C5CC5)cn4n3)ccc2C)n(C)n1,-3%,-6%[57.5 µM]
CCCCCCCCCCCCCCCC[N+](C)(C)Cc1ccccc1,-13%[53.3 µM],22µM*
CC(C)C[C@@H]1[C@H](c2ccccc2)OC(=O)N1CCCN1CCCCCC1,-4%[53.3 µM],-5%[57.5 µM]
C[C@@H]1CC[C@]2(C(=O)O)CC[C@]3(C)C(=CCC4[C@@]5(C)C[C@@H](O)[C@H](O)[C@@](C)(CO)C5CC[C@]43C)C2[C@H]1C (some centres undefined),-1%[53.3 µM],15%[29.8 µM]
Cc1ncc(-c2ccnc(Nc3ccc(S(C)(=O)=O)cc3)n2)n1C(C)C,16%,-10%
O=C(c1ccccn1)N(Cc1cccs1)C1(C(=O)NC2CCCCC2)CCCCC1,1%,5%[57.5 µM]
On1ncc(C2CCNCC2)c1-c1cccc(-c2ccccc2)c1,-1%,2%[57.5 µM]
CCCC(CCC)C(=O)NCc1ccc2c(cnn2-c2ccccc2OC)c1,0%,4%[57.5 µM]
CC1(C)OC2=C(C(=O)c3ccccc3C2=O)[C@H](NCc2ccccc2)[C@H]1O,-12%[53.3 µM],-20%[57.5 µM]
Nc1c2ccccc2nc2ccccc12,-2%[53.3 µM],3%[57.5 µM]
O=C(CCN1CCN(CCO)CC1)N1c2ccccc2Sc2ccc(C(F)(F)F)cc21,3%[53.3 µM],16%[57.5 µM]
Cc1nc(C2CCCCC2)c(-c2ccc(S(N)(=O)=O)c(F)c2)o1,-6%[53.3 µM],7%[57.5 µM]
CCc1cccc(CC)c1NC(=O)CN(CC(=O)O)CC(=O)O,18%[53.3 µM],72%[activator][57.5 µM]
CC(C)Oc1ccc(-c2nc(-c3cccc4c3CCC4NCCC(=O)O)no2)cc1C#N (centres undefined),-3%,-13%[57.5 µM]
NC(=O)c1cccc2[nH]c(-c3ccc(C4CCCN4)cc3F)nc12 (centres undefined),1%,-3%[57.5 µM]
COc1cc2nccc(Oc3ccc(NC(=O)NC4CC4)c(Cl)c3)c2cc1C(N)=O,0%,?
COc1cc(-c2cc(-c3ccc(N4CCNCC4)cc3)cnc2C)cc(OC)c1OC,-7%,-6%[57.5 µM]
Cc1cccc(N(C)C(=S)Oc2ccc3c(c2)CCC3)c1,-6%[53.3 µM],-12%[57.5 µM]
# Following part.
SMILES,FH mod,NTMT1 inhibitor
CCCn1c(=O)c2[nH]c(-c3cnn(Cc4cccc(C(F)(F)F)c4)c3)nc2n(CC)c1=O,5%,-1%
CCn1c(-c2nonc2N)nc2c(C#CC(C)(C)O)ncc(OCC3CCCNC3)c21 (centres undefined),-8%,?
CN(C)c1nc(NC2CCC(NCCc3ccc(Br)cc3OC(F)(F)F)CC2)nc2ccccc12 (centres undefined),-9%,35µM*
Cc1c(C(=O)Nc2ccc(N3C[C@@H](C)O[C@@H](C)C3)nc2)cccc1-c1ccc(OC(F)(F)F)cc1,1%,-18%
COCCOc1ccc(N2CCN(CCn3ncc4c3nc(N)n3nc(-c5ccco5)nc43)CC2)cc1,-3%,1%[57.5 µM]
Cn1cc(-c2ccc3nnc(Sc4ccc5ncccc5c4)n3n2)cn1,-7%[53.3 µM],-8%
CCN(CC)CC1CCCCN1CC(=O)N1c2ccccc2C(=O)Nc2cccnc21 (centres undefined),3%[53.3 µM],28%[57.5 µM]
N=c1nc(N2CCCCC2)cc(N)n1O,-10%&0%&-5%[53.3 µM],18%&8%[57.5 µM]
c1cn2cc(-c3ccc4cn[nH]c4c3)nc(Nc3ccc(N4CCOCC4)cc3)c2n1,-6%,20µM*
O=C(NC1CCN(CCc2c[nH]c3ccccc23)CC1)c1ccccc1,4%[53.3 µM],-1%[57.5 µM]
O=[N+]([O-])c1cncn1CCN1CCOCC1,0%[53.3 µM],3%
COCC(=O)NC/C=C/c1ccc2ncnc(Nc3ccc(Oc4ccc(C)nc4)c(C)c3)c2c1,-10%,?
COc1cc(OC)c(C=CS(=O)(=O)Cc2ccc(OC)c(NCC(=O)O)c2)c(OC)c1,5%[53.3 µM],-26%[57.5 µM]
CCCOc1ccc2nc(NC(=O)OC)[nH]c2c1,2%[53.3 µM],12%
CNc1ccc([N+](=O)[O-])cc1-n1cnc(-c2ccc(C(F)(F)F)cc2)c1,-11%,2%[57.5 µM]
Cc1scc2c1N(C(=O)CN1CCN(C)CC1)c1ccccc1NC2=O,-2%&3%[53.3 µM],-48%[57.5 µM]
Nc1ncnc2c1c(-c1cccc(OCc3ccccc3)c1)cn2C1CC(CN2CCC2)C1 (centres undefined),-16%,10µM*!
CCOc1cc(N2CCC(O)CC2)ccc1Nc1ncc2c(n1)N(C1CCCC1)CCC(=O)N2C,-15%,-23%[57.5 µM]
O=C(CCc1ccccc1)N1CCC(O)(Cn2cnc3cc(Cl)ccc3c2=O)CC1,-1%,-9%[57.5 µM]
CCCC(=O)O[C@]1(C(=O)CCl)[C@@H](C)C[C@H]2[C@@H]3CCC4=CC(=O)C=C[C@]4(C)[C@@]3(F)C(=O)C[C@@]21C,-10%[53.3 µM],10%[57.5 µM]
O=C(c1ccc(F)c(F)c1Nc1ccc(I)cc1F)N1CC(O)(C2CCCCN2)C1 (centres undefined),-3%,?

# An excerpt of these results, as tab-separated lines:
SMILES	FH mod	NTMT1 inhibitor
c1cn2cc(-c3ccc4cn[nH]c4c3)nc(Nc3ccc(N4CCOCC4)cc3)c2n1	-6%	20µM*
O=C(NC1CCN(CCc2c[nH]c3ccccc23)CC1)c1ccccc1	4%[53.3 µM]	-1%[57.5 µM]
O=[N+]([O-])c1cncn1CCN1CCOCC1	0%[53.3 µM]	3%
COCC(=O)NC/C=C/c1ccc2ncnc(Nc3ccc(Oc4ccc(C)nc4)c(C)c3)c2c1	-10%	?
COc1cc(OC)c(C=CS(=O)(=O)Cc2ccc(OC)c(NCC(=O)O)c2)c(OC)c1	5%[53.3 µM]	-26%[57.5 µM]
CCCOc1ccc2nc(NC(=O)OC)[nH]c2c1	2%[53.3 µM]	12%
CNc1ccc([N+](=O)[O-])cc1-n1cnc(-c2ccc(C(F)(F)F)cc2)c1	-11%	2%[57.5 µM]
Cc1scc2c1N(C(=O)CN1CCN(C)CC1)c1ccccc1NC2=O	-2%&3%[53.3 µM]	-48%[57.5 µM]
Nc1ncnc2c1c(-c1cccc(OCc3ccccc3)c1)cn2C1CC(CN2CCC2)C1 (centres undefined)	-16%	10µM*!
CCOc1cc(N2CCC(O)CC2)ccc1Nc1ncc2c(n1)N(C1CCCC1)CCC(=O)N2C	-15%	-23%[57.5 µM]
O=C(CCc1ccccc1)N1CCC(O)(Cn2cnc3cc(Cl)ccc3c2=O)CC1	-1%	-9%[57.5 µM]
